IDE cell activ: human IDE activators in live cells, primary screen, fluorescence polarization, HEK cells, FAbeta-B substrate. Insulin-degrading enzyme (Homo sapiens), P14735. activation, % at 5.96 µM. FAbeta-B cleavage; 0% vehicle, 100% cell-free pure enzyme wells. 340,000 tested, 0.073% active;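 active = activation above the mean of all tested compounds plus 3 SD, set per screening campaign, cut at about 17% in these data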
GalR3 antagonist: GalR3 antagonists in HEK293 cells, primary screen, cell-based, fluorescence readout | Galanin receptor type 3 (Homo sapiens), O60755 | 360,000 tested, 0.44% active | HEK293 GalR3-CNG cAMP membrane potential fluorescence; galR3 body fused to GalR1 C-terminus | inhibition, % at 3 µM | AID 651719, 2012;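 active = inhibition above the screen-wide average plus 3 SD, cut at about 13% in these data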;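 also: forskolin and galanin both at EC90 stimulate the cells; cAMP rise reported by CNG channel membrane potential dye signal; 0% = forskolin plus galanin with DMSO and 100% = forskolin alone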
NS3 helicase inh: inhibitors of HCV NS3 helicase, primary screen, biochemical, Cy5 molecular beacon fluorescence. AID 1800, 2009. 290,000 tested, 0.56% active. inhibition, % at 10.9 µM. NS3 helicase DNA unwinding;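 active = inhibition above the mean of all tested compounds plus 3 SD, set per campaign, cut at about 35% in these data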;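 also: 0% = DMSO wells and 100% = thioflavine S control wells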
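Measured by: Cy5 fluorescence, 0 and 60 min reads / Assay system: NS3 helicase fragment of HCV / Control set: low DMSO, high thioflavine S at 110 µM / Times: 1 h reaction at 25 °C, ATP-initiated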
IMP-1 inh: IMP-1 metallo-beta-lactamase inhibitors, primary screen, biochemical, epi-absorbance readout, Pseudomonas aeruginosa enzyme; AID 1556, 2009; 290,000 tested, 0.45% active; purified IMP-1, nitrocefin hydrolysis, epi-absorbance fluorescence; inhibition, % at 5.6 µM;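 active = inhibition above the mean plus 3 SD of all compounds in the same screening run, cut at about 4.5% in these data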;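 also: 0% = IMP-1 with DMSO and 100% = DMSO wells lacking enzyme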
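System: Purified IMP-1 | Read-out basis: Percent enzyme inhibition | Controls: IMP-1 with DMSO as 0%, enzyme-free DMSO as 100% | Replicates: One well per compound | Doses: 5.6 µM nominal single concentration | Detection: Epi-absorbance fluorescence, 480 nm excitation, 530 nm emission | Incubation: 25 °C, 15 min preincubation, 25 min reaction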
SUMO HTRF inh: inhibitors of in vitro SUMOylation cascade, primary screen, biochemical, HTRF, uHTS | 290,000 tested, 0.36% active | inhibition, % at 35 µM | HTRF SUMOylation assay, SAE1/SAE2 + UBC9 | SUMO-conjugating enzyme UBC9 (Homo sapiens), P63279; in the data active = inhibition above about 50%, passing the limit was not always enough; also: strong numbers were not always called active
VIM-2 inh: VIM-2 metallo-beta-lactamase inhibitors, primary screen, biochemical, epi-absorbance readout, Pseudomonas aeruginosa enzyme; purified VIM-2, nitrocefin hydrolysis, epi-absorbance fluorescence; inhibition, % at 5.6 µM; 290,000 tested, 0.89% active;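 active = inhibition above the mean of all tested compounds plus 3 SD, cutoff set per screening run, cut at about 7.5% in these data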;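 also: red hydrolysis product quenches plate fluorescence so inhibitors raise well fluorescence; 0% = enzyme with DMSO and 100% = DMSO without enzyme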
pCIP destab: p/CIP-EGFP fusion destabilizers, primary screen, fluorescence, F442A cells; 16 h; decrease of EGFP signal, % at 10 µM; 290,000 tested, 0.01% active; AID 1984, 2009;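 active = EGFP signal decrease of at least 30% at 10 µM or well 3 SD below plate mean, unless failing retest; inactive = the rest, including hits failing retest or dose response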; also: some compounds called inactive have numbers as strong as hits; many of its hits are not listed in these tables
Target sequence (Q05BA5 1-1403): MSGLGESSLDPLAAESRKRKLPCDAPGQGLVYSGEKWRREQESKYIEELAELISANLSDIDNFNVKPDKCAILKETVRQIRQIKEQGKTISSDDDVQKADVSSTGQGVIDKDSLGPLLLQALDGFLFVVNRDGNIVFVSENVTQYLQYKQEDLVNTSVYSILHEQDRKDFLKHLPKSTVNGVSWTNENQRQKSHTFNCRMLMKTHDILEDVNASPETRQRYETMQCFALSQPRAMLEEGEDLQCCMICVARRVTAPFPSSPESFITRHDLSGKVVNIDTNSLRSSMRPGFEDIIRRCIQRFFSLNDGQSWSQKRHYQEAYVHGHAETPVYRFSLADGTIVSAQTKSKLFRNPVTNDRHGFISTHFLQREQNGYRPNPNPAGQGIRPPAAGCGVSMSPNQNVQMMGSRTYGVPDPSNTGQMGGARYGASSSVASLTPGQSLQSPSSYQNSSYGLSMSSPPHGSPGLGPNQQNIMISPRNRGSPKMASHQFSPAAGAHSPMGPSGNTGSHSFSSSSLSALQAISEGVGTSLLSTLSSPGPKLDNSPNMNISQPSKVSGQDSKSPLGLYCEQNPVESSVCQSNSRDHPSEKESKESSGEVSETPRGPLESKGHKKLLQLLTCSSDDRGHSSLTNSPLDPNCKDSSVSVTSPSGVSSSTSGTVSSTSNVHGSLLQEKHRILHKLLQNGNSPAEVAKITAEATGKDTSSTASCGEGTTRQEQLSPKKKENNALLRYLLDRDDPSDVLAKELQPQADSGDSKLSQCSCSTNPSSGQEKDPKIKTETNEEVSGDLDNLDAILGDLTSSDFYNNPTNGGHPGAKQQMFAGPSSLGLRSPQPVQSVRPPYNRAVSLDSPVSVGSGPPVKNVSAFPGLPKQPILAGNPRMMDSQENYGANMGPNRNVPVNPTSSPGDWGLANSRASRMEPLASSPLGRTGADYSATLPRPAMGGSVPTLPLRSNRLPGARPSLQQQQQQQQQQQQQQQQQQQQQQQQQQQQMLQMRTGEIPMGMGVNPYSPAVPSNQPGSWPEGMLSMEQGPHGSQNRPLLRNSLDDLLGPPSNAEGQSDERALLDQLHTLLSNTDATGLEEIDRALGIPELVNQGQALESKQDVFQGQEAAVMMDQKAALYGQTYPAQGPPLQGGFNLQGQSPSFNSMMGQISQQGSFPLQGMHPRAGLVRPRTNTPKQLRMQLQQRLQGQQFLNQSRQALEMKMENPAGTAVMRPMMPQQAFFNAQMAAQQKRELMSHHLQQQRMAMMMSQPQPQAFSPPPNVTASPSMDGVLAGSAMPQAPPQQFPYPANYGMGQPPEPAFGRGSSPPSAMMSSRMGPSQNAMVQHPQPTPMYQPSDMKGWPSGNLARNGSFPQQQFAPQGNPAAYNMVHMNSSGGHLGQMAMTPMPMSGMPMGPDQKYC
IDE cell inh: human IDE inhibitors in live cells, primary screen, fluorescence polarization, HEK cells, FAbetaB substrate; 320,000 tested, 0.41% active; FAbetaB cleavage; inhibition, % at 5.59 µM;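 active = percent inhibition above the average of all tested compounds plus 3 SD, set per screening campaign, cut at about 16% in these data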;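 also: IDE supplied by intact live HEK cells; FP after avidin binding of uncleaved biotin substrate so inhibition keeps polarization high; 0% = DMSO wells and 100% = 60 µM reference IDE inhibitor Ii1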
CRFBP-R2 block: antagonists of CRF-BP/CRF-R2 complex, primary screen, cell-based, HEK293, calcium dye fluorescence, uHTS; 350,000 tested, 0.59% active; inhibition, % at 11.8 µM; CRF-induced calcium fluorescence;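 active = inhibition of the ligand-induced calcium signal above about 50% at the single tested concentration, limit read from the data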
Active calls of the source: *; . = no result given.

SMILES	IDE cell activ	GalR3 antagonist	NS3 helicase inh	IMP-1 inh	SUMO HTRF inh	VIM-2 inh	pCIP destab	IDE cell inh	CRFBP-R2 block
Cc1ccc(N2C(=O)C3CCCN3C2=S)cc1 (stereo unspecified)	3	-9	-4	0.1	8	0.4	-1	-1	7
Cn1c(=O)c2c(nc(N/N=C/c3ccco3)n2C)n(C)c1=O	8	-4	-5	-4.1	20	-3.7	1	5	-5
Cc1cccc(OCCCC(=O)Nc2ccc(S(N)(=O)=O)cc2)c1	2	-4	8	-3.4	1	-2.1	10	2	3
COc1ccc(Nc2nnc(SCC(=O)c3cc4ccccc4o3)s2)cc1	-1	1	25	0.6	17	-1.2	-3	7	10
Cn1nc(OCc2ccccc2)ccc1=O	-2	1	-13	-2.9	-25	-2.6	12	11	-3
CC(=O)NC(=O)c1cnn(-c2ccccc2)c1N	-1	4	-1	-2.1	-3	-2.4	2	4	-1
Cc1ccc(C2=N/C(=C\c3ccc(OS(=O)(=O)c4ccc(C)cc4)cc3)C(=O)O2)cc1	2	1	41*	-2.0	6	-2.5	1	2	14
O=C(NCc1n[nH]c(=S)n1-c1ccc(F)cc1)c1ccco1	1	-4	-2	-8.3	10	-5.0	-13	1	-2
O=C(CN1C(=O)CC(c2ccco2)Sc2ccccc21)Nc1ccccc1F (stereo unspecified)	-9	0	30	-4.8	8	-3.3	-4	4	-2
O=C(CC1C(=O)NCCN1Cc1ccc(Cl)c(F)c1)NC1CCCCC1 (stereo unspecified)	0	-3	-1	-1.7	4	-2.9	-13	1	-1
O=C(Nc1ccc(N2CCCC2)cc1)c1ccc(Cl)cc1Cl	2	-11	-59	-4.8	20	-0.8	-7	6	8
Cc1ccc(NC(=O)c2ccc(OCc3c(C)noc3C)cc2)nc1	4	-4	.	.	.	.	.	-8	-4

Reformatted: results already given.
Below each SMILES – IDE cell activ | GalR3 antagonist | NS3 helicase inh | IMP-1 inh | SUMO HTRF inh | VIM-2 inh | pCIP destab | IDE cell inh | CRFBP-R2 block
- O=C(NCc1n[nH]c(=S)n1-c1ccc(F)cc1)c1ccco1
 : 1 | -4 | -2 | -8.3 | 10 | -5.0 | -13 | 1 | -2
- O=C(CN1C(=O)CC(c2ccco2)Sc2ccccc21)Nc1ccccc1F (stereo unspecified)
 : -9 | 0 | 30 | -4.8 | 8 | -3.3 | -4 | 4 | -2
- O=C(CC1C(=O)NCCN1Cc1ccc(Cl)c(F)c1)NC1CCCCC1 (stereo unspecified)
 : 0 | -3 | -1 | -1.7 | 4 | -2.9 | -13 | 1 | -1
- O=C(Nc1ccc(N2CCCC2)cc1)c1ccc(Cl)cc1Cl
 : 2 | -11 | -59 | -4.8 | 20 | -0.8 | -7 | 6 | 8

Later entries
SMILES	IDE cell activ	GalR3 antagonist	NS3 helicase inh	IMP-1 inh	SUMO HTRF inh	VIM-2 inh	pCIP destab	IDE cell inh	CRFBP-R2 block
COc1cccc(N2CCN(Cc3ncc(-c4ccccc4)o3)CC2)c1	1	-8	-8	-4.5	4	-1.6	-3	3	0
Cc1ccc(NC(=O)CN(C)C(=O)COc2ccc(C(=O)c3ccc(F)cc3)cc2)cc1	-4	-6	-3	-3.2	-4	-5.8	2	2	-3
CN(Cc1nc2ccccc2n1C)c1ccccc1	6	2	1	-3.6	6	-1.7	-4	0	1
COc1ccc(C(=O)C2CCCN(C(=O)c3cc(C4CC4)[nH]n3)C2)c(C)c1 (stereo unspecified)	-1	-8	-4	-3.5	1	-2.0	2	1	-1
CCOc1ccc(C(=O)NCCCN2CCCC2=O)cc1	-5	1	-1	-0.8	32	-1.4	-11	1	6
O=C(O)CN1C(=O)CC(c2ccccc2)CC1=O	-2	-1	3	0.2	8	0.6	-11	2	19
O=C(COC(=O)CC1CCCC1)Nc1ccc(Br)cc1F	8	-6	.	.	.	.	.	6	-8
O=C1C2CC=CCC2C(=O)N1c1ccc(NCCc2ccccc2)c([N+](=O)[O-])c1 (stereo unspecified)	0	-6	-4	-1.1	8	-4.2	5	2	-63
CCCCCOc1ccc(OC(=O)c2ccncc2)cc1	8	-3	-2	-1.6	13	-1.1	-2	-1	9
CC(NCC(O)COc1ccccc1)C1COc2ccccc2O1 (stereo unspecified)	1	-13	-11	-0.4	8	2.4	-1	-1	-11
COC(=O)CCC(=O)NNC(=O)c1cccc(Cl)c1	-5	-5	6	-2.7	-3	-3.0	-1	4	20
O=c1c(-c2ccc(Cl)cc2)cnc2n1CCS2	4	3	8	-0.6	12	0.6	-5	4	4
O=S(=O)(NCCc1ccncc1)c1ccc(S(=O)(=O)N2CCCCCC2)cc1	-5	-9	-6	-0.9	-11	0.0	-5	1	-4
COc1ccccc1NC(=O)CSc1nnc(CSc2nc(C)cc(C)n2)o1	2	-4	3	-3.6	3	-0.1	-4	-2	12
CN(Cc1ccc(-n2cccn2)cc1)Cc1cn(C)nc1-c1ccccc1F	1	6	-5	-1.6	7	-2.5	-5	0	-7
COc1cc(NC(=O)CSc2nc(C)cc(C)n2)cc(OC)c1OC	-4	-2	5	0.1	7	2.7	-9	9	-3
COC(=O)c1sc2nc3c(cc2c1N)COC(C)(C)C3	-4	-7	-1	-3.4	26	-0.2	-16	2	0
COc1ccc(NC(=O)c2ccsc2NC(C)=O)cc1	5	-4	6	-2.6	10	-1.9	3	-2	-5
O=C1CN(C(=O)c2ccccc2F)C(c2ccccc2)c2cc(F)ccc2N1 (stereo unspecified)	-3	-10	-2	-2.1	14	-1.7	-12	-7	-21
CCS(=O)(=O)N1CCC(C(=O)NCCN2CCOCC2)CC1	-3	10	4	-2.5	20	-0.2	1	5	-10
Cc1ccc(NCc2ccco2)cc1C	8	-3	-12	-1.0	14	-1.4	-13	2	5
COc1ccccc1NC(=O)C1CC(=O)N(c2ccc(F)cc2)C1 (stereo unspecified)	4	-5	-14	-2.8	14	-0.2	-2	10	3
CCn1ncc(/C=N\NC(=O)Cc2ccc([N+](=O)[O-])cc2)c1C	1	-11	-1	-3.2	10	-0.8	0	4	11
O=C(CCS(=O)(=O)c1ccccc1)Nc1cccc(-c2nc3ccccc3s2)c1	-1	-6	-12	-0.2	-1	-1.3	-31	3	-46
COc1ccc(N2CCN(C(=O)CSc3nnc(C)c(=O)[nH]3)CC2)cc1	5	-3	16	-4.8	6	-3.9	-4	-2	-15
CC(C)(C)C(=O)N1N=C(c2ccc(NS(C)(=O)=O)cc2)CC1c1cccs1 (stereo unspecified)	3	-4	-18	-3.5	11	0.1	14	2	-21
Cc1ccc(C2=NC(C)(C)N=C2SCC(=O)Nc2ccc(Cl)cc2)cc1	5	-6	-12	-1.1	8	-2.5	-17	-1	0
CC(C)(C)NC(=O)CSc1nc2ccc(Nc3nc(N4CCOCC4)nc(N4CCOCC4)n3)cc2s1	4	-3	-15	-2.1	-6	-3.0	-8	10	13
Cc1cnc(CNC(=O)CC2C(=O)NCCN2Cc2ccccc2C(F)(F)F)cn1 (stereo unspecified)	-2	-4	2	-3.4	-7	-2.2	1	2	-3
Cc1ccc(-c2csc(NC(=O)CSc3ncn(-c4ccccc4)n3)n2)cc1	-5	-7	-4	-4.0	-6	3.5	-6	-1	-34
CC(C)CCCN1CCN=C1Nc1ccccc1	1	-5	33	2.2	3	2.0	-1	-7	0
Cc1ccc(NC(=O)CN2C(=O)N/C(=C/c3ccc(C)o3)C2=O)cc1	-1	-3	11	-2.0	12	-2.2	-6	2	-5
Cc1ccc(S(=O)(=O)NCCC(=O)NCC(c2cccs2)N(C)C)cc1C (stereo unspecified)	1	-5	.	.	.	.	.	-5	4
COc1cc(OC)c(NS(=O)(=O)c2ccc3c(c2)NC(=O)CO3)cc1Cl	7	-6	-7	-1.5	6	-1.4	-8	-5	6
O=C(NCCc1ccccc1)c1cnc2ccccc2n1	3	-5	-7	-1.0	2	0.7	-4	-2	4
Cc1c(NC(=O)c2cc3nc(-c4ccccc4)cc(C)n3n2)c(=O)n(-c2ccccc2)n1C	6	3	8	-3.5	30	2.0	-5	7	4
COc1ccccc1CCNC(=O)c1ccc(Br)s1	1	-5	7	-1.9	9	-2.4	2	-3	27
Cc1ccc(C)c(OCc2cc(C(=O)NC3CCN(Cc4ccccc4)CC3)no2)c1	0	-15	-28	-0.8	-6	-0.8	-2	-1	-20
COc1ccccc1NC(=O)NCCN1C(=O)C2C3C=CC(C3)C2C1=O (stereo unspecified)	7	-3	9	-7.2	3	-6.4	-12	2	26
CCOC(=O)c1[nH]c2ccccc2c1NC(=O)c1ccc(S(=O)(=O)N(C)C)cc1	-2	-1	-5	-1.1	5	-1.1	-7	-2	10
O=C(NNc1ccc(Cl)cc1)C1CCC1	7	0	3	-3.0	14	-1.3	3	-3	7
Brc1ccccc1OCCNCc1ccccc1	-1	-9	-27	1.0	9	0.3	-4	-1	-22
O=C(N/N=C/c1cccc(F)c1)c1c(O)c2c([nH]c1=O)CCCC2	1	-1	-7	-2.2	8	-1.9	2	4	-3
CC(C)NC(=O)CCc1nc2cccnc2n1-c1ccccc1	2	-8	2	-1.9	0	-1.4	6	0	-22
Oc1c(Br)cc(Br)cc1CNc1cnc2ccccc2c1	-4	-10	-10	14*	-7	3.1	-4	9	-4
O=C(NCc1ccco1)c1ccc2c(c1)OCCO2	-2	-5	2	-0.8	-4	-0.8	8	2	12
COc1ccc(-c2ccnc3cc(C(=O)O)nn23)cc1	5	-3	11	-1.1	44	2.0	0	-2	2
O=C(CSc1nnc(Cc2csc(Nc3cccc(Cl)c3)n2)o1)N1CCc2ccccc21	-7	-3	22	-5.1	-19	-3.4	1	-4	-2
CCOC(=O)c1c(CN2CCN(C)CC2)oc2ccc(O)cc12	5	-6	2	-3.0	10	3.9	-7	3	4
COc1cccc(CNc2ccc3[nH]c(=O)[nH]c3c2)c1OCc1ccc(F)cc1	3	-9	-2	0.1	11	-0.3	-10	.	3
CCCCn1c(N)c(N(CCOC)C(=O)c2cc(-c3ccc(OC)cc3)nc3ccccc23)c(=O)[nH]c1=O	5	-4	.	.	.	.	.	9	7
CC(/C=C/c1ccccc1)=N/NC(=O)c1cnccn1	1	2	7	-1.6	-11	-1.8	-11	7	18
CCOC(=O)C1=C(O)C(=O)N(c2ccc(S(N)(=O)=O)cc2)C1c1ccc(Cl)cc1 (stereo unspecified)	7	-4	14	0.6	4	-0.1	-6	7	31
O=C(/C=C/c1ccco1)NCC(=O)N/N=C/c1ccccc1[N+](=O)[O-]	2	0	9	-3.5	-2	-3.8	1	-5	-11
CN(C)c1oc(-c2ccc(OCc3ccccc3)cc2)nc1C#N	3	3	3	-3.0	-22	-1.2	-3	-2	7

Screening data: PubChem, several laboratories

No enrichment for hits. About 3.2% of those tested had a hit in this group.
